Screening data (PubChem)
POLH inh: inhibitors of human DNA polymerase eta; Potency, µM (top dose mostly 114 µM), for the others: at the highest dose activity change, negative = inhibition, usual class: inhibitors; recombinant Pol eta, fluorescent DNA replication assay; Q9Y253; 390,000 compounds, 1.2% hits; also: potency is read from the fitted curve at half-maximal effect; % is scaled to controls: 0 for no effect and ±100 for the full control effect
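Pol eta (10 nM) was preincubated with compounds for 15 min at room temperature, after which fluorescent replication substrate (50 nM final) was added to start the reaction. Fluorescence was read kinetically at 0 and 10 min.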
APEX1 inh: APE1 (human) endonuclease inhibition. P27695. recombinant APE1, TAMRA/BHQ-2 abasic DNA cleavage fluorescence. Potency, µM (top dose mostly 65.8 µM), without a hit: at the highest dose activity change, negative = inhibition, hits mostly inhibitors. 350,000 compounds, 0.35% hits. AID 2517;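 also: potency is read from the fitted curve at half-maximal effect; plate controls were vehicle for no effect and reference inhibitor for full effect; nearly all actives have a fitted effect of over 55% in size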
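APE1 at 0.75 nM preincubated 15 min at room temperature with compound. Reaction then started with 50 nM double-stranded THF-abasic substrate labelled with TAMRA/BHQ-2, and 525/598 nm fluorescence read kinetically. Activity taken as third-minus-first read difference, normalized to DMSO and NSC13755 controls.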
BLM inh: Bloom syndrome helicase (human) inhibition. recombinant BLM DNA unwinding, fluorescence dequenching. Potency, µM (highest dose often 56.1 µM), inactives show at the top dose activity change, negative = inhibition, most hits filed as inhibitors. 350,000 compounds, 0.2% hits. AID 2528;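 also: potency is read from the fitted curve at half-maximal effect; plate controls were vehicle for no effect and no enzyme for full effect; nearly all actives have a fitted effect of over 35% in size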
PGK inhibitor: T. brucei PGK inhibition; P07378; PGK/GAPDH coupled, Kinase-Glo luminescence, 60 min; Potency, µM (titrated, usually from 57.5 µM), for inactives: top-dose activity change, negative = inhibition, usual class: inhibitors; 380,000 compounds, 0.043% hits; AID 602233; also: potency is read from the fitted curve at half-maximal effect; % is scaled to controls: 0 for no effect and ±100 for the full control effect; nearly all actives have a fitted effect of over 60% in size
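Luminescent ATP detection (Kinase-Glo Plus) follows a 60-minute room-temperature incubation, with wells lacking PGK as controls. Buffer: 100 mM TEA (pH 7.6), 5 mM MgCl2, 0.01% Tween-20. Coupling enzyme GAPDH (100 nM final) supplies unstable 1,3-BPG in-well.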
Anesthetic bind: binds horse apoferritin like a general anesthetic; P02791; apoferritin/1-aminoanthracene competitive binding, fluorescence; Potency, µM (series often up to 77.5 µM), for the others: at the highest dose activity change, negative = displacement, most hits filed as inhibitors; 350,000 compounds, 0.074% hits; also: potency is read from the fitted curve at half-maximal effect; % is scaled to controls: 0 for no effect and ±100 for the full control effect; nearly all actives have a fitted effect of over 20% in size
Target sequence (P02791 2-175 limits assumed): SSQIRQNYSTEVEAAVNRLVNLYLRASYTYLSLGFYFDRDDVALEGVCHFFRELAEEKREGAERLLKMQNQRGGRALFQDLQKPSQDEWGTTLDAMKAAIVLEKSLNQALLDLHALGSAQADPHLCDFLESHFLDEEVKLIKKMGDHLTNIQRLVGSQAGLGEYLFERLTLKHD
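Steps: apoferritin (10 uM) was premixed with half-saturated 1-AMA in PBS, compounds were pin-transferred, plates stood 10 min at room temperature, fluorescence was read at 380/535 nm, and curves were fitted with a Hill equation.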
POLB inh: inhibitors of human DNA polymerase beta. Pol beta primer extension/strand displacement, fluorescence kinetic. 340,000 compounds, 1.3% hits. Potency, µM (series often up to 114 µM), without a hit: at the top dose activity change, negative = inhibition, hits mostly inhibitors; also: potency is read from the fitted curve at half-maximal effect; % is scaled to controls: 0 for no effect and ±100 for the full control effect
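Preincubation: enzyme (10 nM) with compound, 15 min, RT. Reaction: substrate added to 50 nM final. Reads: 0 and 10 min. Analysis: normalized, Hill fit.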
RXFP1 antagonist: blocks the human relaxin receptor RXFP1 | HEK293-RXFP1, relaxin-stimulated cAMP HTRF, 30 min; active compounds read low | Q9HBX9 | activity change, negative = inhibition, % at 57.5 µM | AID 1259400 | 350,000 compounds, 0.59% hits;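 active = activity change of -60% or lower, but not beyond a set lower limit; inconclusive = change between -60% and -40%, or beyond the set limit; inactive = change above -40%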; also: % is scaled to controls: 0 for no effect and ±100 for the full control effect
Target sequence (Q9HBX9 whole entry, looked up): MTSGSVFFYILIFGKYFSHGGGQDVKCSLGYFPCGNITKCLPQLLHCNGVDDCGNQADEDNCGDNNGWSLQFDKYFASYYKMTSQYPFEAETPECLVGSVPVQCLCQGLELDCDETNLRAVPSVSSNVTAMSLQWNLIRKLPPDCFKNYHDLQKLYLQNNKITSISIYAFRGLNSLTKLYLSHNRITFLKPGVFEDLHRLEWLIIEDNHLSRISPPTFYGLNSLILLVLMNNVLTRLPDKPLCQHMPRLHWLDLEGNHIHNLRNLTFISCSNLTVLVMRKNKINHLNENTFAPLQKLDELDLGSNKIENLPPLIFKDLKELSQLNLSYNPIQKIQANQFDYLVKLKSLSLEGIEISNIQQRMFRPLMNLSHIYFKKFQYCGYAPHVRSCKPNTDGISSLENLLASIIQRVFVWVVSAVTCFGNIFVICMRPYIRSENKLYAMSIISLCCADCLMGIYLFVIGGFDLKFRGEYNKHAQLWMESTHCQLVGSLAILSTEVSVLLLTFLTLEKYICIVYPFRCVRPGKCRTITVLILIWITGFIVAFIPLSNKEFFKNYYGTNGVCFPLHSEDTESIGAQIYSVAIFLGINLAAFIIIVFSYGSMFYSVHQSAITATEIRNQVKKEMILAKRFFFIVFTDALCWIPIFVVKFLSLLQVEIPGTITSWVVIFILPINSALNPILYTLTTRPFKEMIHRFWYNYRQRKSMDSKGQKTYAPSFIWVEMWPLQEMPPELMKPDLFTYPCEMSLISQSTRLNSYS
Pol iota inh: inhibitors of human DNA polymerase iota; 390,000 compounds, 1% hits; Q9UNA4; Pol iota fluorescent replication assay, 10 min; Potency, µM (highest dose often 115 µM), for the others: at the highest dose activity, negative = inhibition, usual class: inhibitors; also: potency is read from the fitted curve at half-maximal effect
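Pol iota at 10 nM preincubated 15 min with compounds at room temperature; reaction started with fluorescent substrate, 50 nM final. Fluorescence read kinetically at 0 and 10 min; buffer-only wells as negative control.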
POLK inh: DNA polymerase kappa (human) inhibition | Q9UBT6 | Potency, µM (titrated, usually from 107 µM), for the others: at the top dose activity, negative = inhibition, actives largely listed as inhibitors | 400,000 compounds, 0.53% hits | AID 588579 | purified Pol kappa, fluorescent DNA synthesis assay, 10 min; also: potency is read from the fitted curve at half-maximal effect; % is scaled to controls: 0 for no effect and ±100 for the full control effect
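10 nM Pol kappa was preincubated with compounds for 15 min at room temperature. Reaction started with 50 nM (final) substrate. Fluorescence read kinetically at 0 and 10 min.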
Numbers without * were called inactive; i = inactive; ? = inconclusive; · = not tested or not shown; [ ] = remark or other dose. Unless noted, calls follow the shape of the dose curve; as a rule, active = well fitted curve in the direction sought with a large enough effect; inconclusive = small, poorly fitted or top-dose-only effect, or another doubt; inactive = no such curve, though single readings can be large; an effect the other way counts as inactive or inconclusive. Not all compounds are listed (hit frequency here may not be typical).

SMILES | POLH inh | APEX1 inh | BLM inh | PGK inhibitor | Anesthetic bind | POLB inh | RXFP1 antagonist | Pol iota inh | POLK inh
CCN(c1cccc(C)c1)C1C(=O)c2ccccc2N1C(C)=O (stereo not given) | -3% | -2% | -5% | -3% | 0% | 35% | -1 | 47%[activator] | -16%
Cc1ccc(OCCOCCNC(C)C)c(Br)c1 | 4% | 0% | -4% | 6% | -10% | 17% | -16 | 18% | 4%
Cc1ccc(NC(=O)CSc2ncc3ccccn23)cc1 | -14% | -2% | -1% | -9% | -14% | 0% | -4 | 106%[activator] | 0%
CCCCn1c(N)c(N(CC(C)C)C(=O)c2cc3ccccc3cc2OC)c(=O)[nH]c1=O | -12% | · | · | -1% | · | · | 6 | 60%[activator] | -2%
Cc1cccc(NC(=S)Nc2ccccn2)c1 | -2% | -1% | -6% | 3% | -10% | 15% | ? | 15% | -1%
Cc1cccc2cc(C3CC(c4ccco4)=NN3S(C)(=O)=O)c(Cl)nc12 (stereo not given) | 5% | ? | -12% | 7% | -16% | -6% | -6 | 25% | 2%
Cc1ccc(OS(=O)(=O)c2ccc(N3C(=O)CCC3=O)cc2)cc1 | -13% | -2% | -1% | 2% | -1% | 15% | 4 | 72%[activator] | -16%
CCOC(=O)c1sc(NCCNc2nc(C)c(C(=O)OCC)s2)nc1C | -2% | -6% | 0% | -3% | -9% | 50% | -3 | ? | -3%
O=C(c1ccc(Cn2cc(Br)cn2)o1)n1cccn1 | -27% | -2% | 3% | -3% | -5% | ? | -3 | -17% | -16%
S=C(NC1CC1)N1CCCc2ccccc21 | -7% | -16% | -2% | i | -6% | 2% | -4 | 16% | 11%
CC(C)[C@H](N)c1nnc(SC/C=C/c2ccccc2)o1 | -5% | 0% | -1% | 7% | -15% | 3% | -5 | 3% | 2%
CCn1c(SCC(=O)NC2CCCCC2)nnc1C(C)NC(=O)c1ccccc1F (stereo not given) | 10% | 12%[12.4 µM] | 0% | -2% | 6% | -2% | 2 | -19% | -18%
CC(C)(C)N(Cc1ccccc1)C(=O)COC(=O)CNS(=O)(=O)c1ccc2ccccc2c1 | -17% | 26% | · | -2% | · | · | -19 | -24% | -4%
Cc1cccc(Oc2sc(C(=O)c3ccccc3)c(N)c2C#N)c1C | -9% | -8% | -6% | -7% | -4% | 1% | -5 | ? | -7%
Cc1ccc(C(=O)CNc2ccc(F)cc2)cc1 | -17% | 3% | -7% | -9% | -11% | -2% | 6 | 17% | -8%
O=C(NCc1ccccc1Cl)c1cnc(N2CCOCC2)c2ccccc12 | -13% | · | -3% | 3% | -6% | 3% | -21 | 11% | -15%[60.1 µM]
O=C(Nc1cccc(-c2ccc(F)cc2)c1)C1CCCN(Cc2cccnc2)C1 (stereo not given) | -20% | 1% | -4% | 0% | -22% | 28% | -23 | 99%[activator] | -1%
O=C(Nc1ccc(N2CCCCCC2)cc1)c1ccccc1Cl | -15% | -1% | -18% | -6% | ? | -1% | -31 | -14% | 1%
Cc1ccc2cc(C#N)c(N3CCCC3)nc2c1C | -13% | 3% | 1% | 0% | -10% | ? | -14 | -13% | 7%
C=CCOc1ccc(/C=C/C(=O)N2CCCN(S(=O)(=O)c3c(C)noc3C)CC2)cc1 | -18% | -3% | · | 4% | · | · | -1 | 11% | -16%
Cn1ccc2cc(S(=O)(=O)N3CCN(C(=O)Nc4ccccc4F)CC3)ccc21 | -15% | · | -3% | -5% | -15% | -22% | · | 5% | -8%[60.1 µM]
COc1ccc(NC2CC(=O)N(c3ccc(C(=O)O)cc3)C2=O)cc1 (stereo not given) | 4% | 3% | 0% | 1% | -5% | -27% | 4 | ? | -16%
CCOc1ccccc1C(=O)n1nc2nc(C)cc(C)c2c1N | 4% | -1% | 0% | i | -4% | 26% | -3 | 1% | -6%
CC(C)[C@H](NC(=O)c1ccco1)C(=O)Nc1ccc(OC(F)F)cc1 | -20% | 36% | -6% | i | -9% | 24% | -6 | 52%[activator] | 1%
CCOC(=O)N1CCN(S(=O)(=O)c2ccc(C(=O)Nc3nnc(CC)o3)cc2)CC1 | -10% | 5% | -1% | -5% | 7% | 1% | -11 | 83%[activator] | -11%
C=C1CCN([C@H](C(=O)NCc2ccco2)C(C)C)S(=O)(=O)c2ccccc21 | 1% | 19% | -1% | -7% | -1% | 24% | · | 38%[activator] | 13%
CCOc1ccc(-c2csc3ncn(-c4ccc(OC)cc4)c(=O)c23)cc1 | -7% | 4% | 1% | 5% | -6% | 0% | 1 | 165%[activator] | -4%
Cc1ccc(NC(=O)C2CC2c2ccccc2)cc1 (stereo not given) | -7% | 7% | -9% | i | -8% | -8% | 1 | 27% | -4%
O=c1c2ccccc2nc(-c2ccccc2)n1CCCn1ccnc1 | 4% | -3% | 2% | -3% | -5% | 2% | 3 | 22% | -1%
COc1ccc(OC)c(NC(=O)CN(c2ccc(C(C)C)cc2)S(=O)(=O)c2c(C)noc2C)c1 | -17% | -7% | -9% | -6% | -7% | 25% | · | 30% | -8%
C=CCn1c(CSCc2ccc(F)cc2)n[nH]c1=S | -17% | 3% | 3% | i | ? | 103% | 16 | 0% | -2%
COc1cccc(NC(=O)c2ccc3nsnc3c2)c1 | -12% | -1% | -2% | -2% | -10% | -6% | -11 | 65%[activator] | 2%
CCC(C)COC(=O)C(C#N)c1nc2ccccc2nc1N1CCCCC1 (stereo not given) | -20% | 1% | -2% | -5% | -10% | 3% | -3 | 14% | -7%
CN1CCN(c2ccc(S(=O)(=O)N3CCCCC3)cc2NC(=O)CCc2ccccc2)CC1 | -17% | 21% | · | -6% | · | · | 3 | 2% | -15%
COC(=O)[C@]1(C)N[C@H](c2ccc(-c3cccc(Cl)c3)c(OC)c2)[C@@H]2C(=O)N(C)C(=O)[C@@H]21 | -5% | -34% | · | 0% | · | · | · | ? | -8%
Cc1ccc(C)c(N(CC(=O)Nc2ccc(-c3nc4ccc(C)cc4s3)cc2)S(C)(=O)=O)c1 | -1% | 6% | 1% | 7% | 8% | -12% | -5 | -5% | -13%
Cn1nc(C(F)(F)F)c(C#N)c1N1CCN(c2ccccc2F)CC1 | -3% | -1% | -3% | 1% | -5% | -2% | 11 | 5% | -16%
O=C(O)Cc1ccc(O)c(O)c1 | -5%[57.1 µM] | ? | -1% | -15% | 0% | ? | · | ? | -7%[60.1 µM]
CC(C)(C)NC(=O)CN(C(=O)CS(=O)CC(=O)Nc1ccc(F)cc1)c1ccccc1 (stereo not given) | -7% | -2% | 1% | -7% | -13% | 10% | 18 | -10%[58.9 µM] | 1%
O=C(CN(Cc1ccccc1Cl)C(=O)c1csnn1)NCc1ccccc1 | -6% | 35% | -3% | i | -6% | -2% | -12 | 27% | 6%
Cc1c(C)n(CC(O)CN(CCO)CCO)c2ccccc12 (stereo not given) | -18% | -5% | 3% | -1% | -6% | 12% | -19 | 19% | -9%
CCCCOC1(c2ccccc2)NC(=S)NN=C1c1ccccc1 (stereo not given) | · | 3% | -2% | · | ? | 0% | · | · | ·
CC(Sc1nnc2ccccn12)C(=O)N1CCc2ccccc2C1 (stereo not given) | -15% | -4% | -1% | -4% | -19% | 10% | -5 | -16% | -18%
CCOC(=O)c1cc(-c2ccc(OC)cc2)n(CCC(=O)NC2CCN(Cc3ccccc3)CC2)c1C | -19% | -5% | -5% | -9% | -17% | -1% | 2 | -19% | -19%
Cc1cc(-n2c(C)cc(C(=O)COc3ccc(F)c(F)c3)c2C)no1 | -16% | -12% | · | -11% | · | · | -3 | 24% | 4%
COc1ccc2nc(NC(=O)c3ccc4ncsc4c3)sc2c1 | -14% | 11% | 1% | -1% | 89%[activator] | -5% | · | -21% | -23%

Shown as labelled records: 4 of the compounds above.
compound: COc1ccc2nc(NC(=O)c3ccc4ncsc4c3)sc2c1
  POLH inh: -14% | APEX1 inh: 11% | BLM inh: 1% | PGK inhibitor: -1% | Anesthetic bind: 89%[activator] | POLB inh: -5% | RXFP1 antagonist: · | Pol iota inh: -21% | POLK inh: -23%
compound: Cc1cc(-n2c(C)cc(C(=O)COc3ccc(F)c(F)c3)c2C)no1
  POLH inh: -16% | APEX1 inh: -12% | BLM inh: · | PGK inhibitor: -11% | Anesthetic bind: · | POLB inh: · | RXFP1 antagonist: -3 | Pol iota inh: 24% | POLK inh: 4%
compound: Cc1c(C)n(CC(O)CN(CCO)CCO)c2ccccc12 (stereo not given)
  POLH inh: -18% | APEX1 inh: -5% | BLM inh: 3% | PGK inhibitor: -1% | Anesthetic bind: -6% | POLB inh: 12% | RXFP1 antagonist: -19 | Pol iota inh: 19% | POLK inh: -9%
compound: CCCCOC1(c2ccccc2)NC(=S)NN=C1c1ccccc1 (stereo not given)
  POLH inh: · | APEX1 inh: 3% | BLM inh: -2% | PGK inhibitor: · | Anesthetic bind: ? | POLB inh: 0% | RXFP1 antagonist: · | Pol iota inh: · | POLK inh: ·
